Screening data deposited in PubChem by several laboratories.
Mtb BioA inh: inhibitors of Mycobacterium tuberculosis BioA enzyme | purified M. tuberculosis BioA enzyme, plate reader | inhibition, % at 9.99 µM | actives 0.096% (n = 360,000) | AID 602481; in the data active means inhibition above about 40%
FadD28 binding: blocks FadD28 binding to the bisubstrate probe; actives 0.22% (n = 360,000); inhibition, % at 12.5 µM; fluorescence polarization; in the data active means inhibition above about 8.5%, passing the limit was not always enough
GDH-TPI counter: inhibits GDH-TPI coupling enzymes, artifact for Mtb FBA screen | GDH-TPI coupled enzyme counterscreen, NADH absorbance | AID 588335 | actives 1.2% (n = 360,000) | inhibition, % at 4.8 µM; in the data active means inhibition above about 30%;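 further: 0% = DMSO wells and 100% = wells lacking the enzyme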
FBA Mtb inh: Mtb fructose-bisphosphate aldolase inhibition. purified M. tuberculosis FBA, fluorescence read-out. inhibition, % at 1 µM. actives 2.3% (n = 360,000). AID 588726; in the data active means inhibition above about 27%;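 further: 0% = vehicle and 100% = reference inhibitor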
Target sequence (P9WQA3 whole entry, looked up): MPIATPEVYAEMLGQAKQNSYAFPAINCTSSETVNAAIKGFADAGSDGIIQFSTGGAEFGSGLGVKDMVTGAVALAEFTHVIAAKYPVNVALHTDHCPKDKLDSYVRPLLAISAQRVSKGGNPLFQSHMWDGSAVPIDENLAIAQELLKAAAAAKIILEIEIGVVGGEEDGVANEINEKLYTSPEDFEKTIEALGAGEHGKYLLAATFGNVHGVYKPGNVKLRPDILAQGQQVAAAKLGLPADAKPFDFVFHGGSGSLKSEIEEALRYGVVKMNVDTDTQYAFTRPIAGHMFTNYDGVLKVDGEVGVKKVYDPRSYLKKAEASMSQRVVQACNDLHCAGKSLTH
Yp Topo-I inh: inhibitors of Yersinia pestis topoisomerase I | Y. pestis Topo-I cleavage product accumulation, plate reader | activity, % at 10 µM | actives 0.064% (n = 360,000) | AID 504884; in the data active means activity above about 50%, passing the limit was not always enough; further: inactives centre near 2
PfHsp40 rescue: restores yeast growth despite PfHsp40 toxicity. S. cerevisiae expressing PfHsp40, growth rescue, ATP luminescence. growth rescue, % at 12.5 µM. actives 0.68% (n = 340,000); in the data active means growth rescue above about 28%, passing the limit was not always enough;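 further: yeast W303a lacking pdr1 and pdr3 grown in galactose medium; growth measured after three days at 30 °C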
UGM FP inh: Mtb UDP-galactopyranose mutase inhibition; P9WIQ1; purified UGM, fluorescence polarization probe displacement; inhibition, % at 10 µM; actives 0.06% (n = 320,000); AID 504406; in the data active means inhibition above about 10%, passing the limit was not always enough
Target sequence (P9WIQ1 whole entry, looked up): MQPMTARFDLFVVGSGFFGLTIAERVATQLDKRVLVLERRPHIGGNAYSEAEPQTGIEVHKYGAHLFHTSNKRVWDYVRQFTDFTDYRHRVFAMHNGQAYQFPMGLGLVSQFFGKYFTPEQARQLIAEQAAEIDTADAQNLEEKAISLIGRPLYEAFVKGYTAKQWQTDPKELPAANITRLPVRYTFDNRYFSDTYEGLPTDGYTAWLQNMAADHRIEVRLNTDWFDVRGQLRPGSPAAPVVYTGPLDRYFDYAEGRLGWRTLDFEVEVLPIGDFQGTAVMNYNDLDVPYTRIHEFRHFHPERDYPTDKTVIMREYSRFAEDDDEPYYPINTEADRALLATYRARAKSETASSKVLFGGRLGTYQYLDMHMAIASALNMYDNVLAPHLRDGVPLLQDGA
Vc quorum ag: induces V. cholerae light production without autoinducers | V. cholerae BH1578 lux reporter, luminescence, 6 h | activation, % at 18.7 µM | actives 0.16% (n = 350,000) | AID 588436; in the data active means activation mostly above about 9.7%, no sharp cut-off; further: not every result past the cut was called active; inactives centre near 0; reference of the scale not given here
TcdB GH inh: inhibitors of Clostridioides difficile toxin B glycohydrolase; P18177; TcdB glycohydrolase enzymatic assay, plate reader; inhibition, % at 9.99 µM; actives 0.24% (n = 350,000); AID 652162; in the data active means inhibition above about 10%
Active calls of the source: *; i = inactive; nt = no result given.

SMILES	Mtb BioA inh	FadD28 binding	GDH-TPI counter	FBA Mtb inh	Yp Topo-I inh	PfHsp40 rescue	UGM FP inh	Vc quorum ag	TcdB GH inh
O=C1C(=Cc2ccco2)CCCC1=Cc1ccco1	-1.5	-0.4	14	-4	5	1.5	nt	i	-0.4
CCc1ccc(C(C)(O)C(CN2CCOCC2)c2ccccc2)cc1 (stereo unspecified)	3.3	2.9	1	-1	9	-0.6	-3.2	-0.8	-0.3
O=C(COC(=O)C1=COCCO1)NC1CCCCCCC1	-1.2	-3.6	0	0	2	-0.7	-1.0	2.3	0.6
O=C(NCC(=O)N1CCCCCC1)c1ccc(Cl)cc1	1.3	1.1	7	3	7	-0.1	-0.1	0.4	-0.3
Cc1nc(-c2ccc(F)cc2)c(CC(=O)N2CCN(S(=O)(=O)c3cccc(Cl)c3)CC2)s1	-0.1	-3.2	1	-3	11	-0.3	2.5	5.0	2.1
CSCCC(NC(=O)COc1ccccc1)C(=O)NCC1COc2ccccc2O1 (stereo unspecified)	0.9	-2.0	10	2	13	-1.3	0.5	i	0.9
CC(C)N(C(=O)Cn1cc(S(=O)(=O)CC(=O)NCCc2ccccc2)c2ccccc21)C(C)C	-1.3	-2.7	11	-4	15	nt	nt	i	-1.0
O=C(NC1CCCCCC1)c1ccc(CS(=O)(=O)Cc2ccc(F)cc2)o1	-1.7	-0.8	-1	2	17	1.9	-0.3	-0.3	0.5
O=C1CCC(c2ccc(-n3ccnc3)cc2)=NN1	8.7	0.1	3	-1	6	-2.4	-3.5	i	1.5
O=C(CCN1C(=O)/C(=C/c2ccc(Cl)cc2)SC1=S)NCCCn1ccnc1	-0.5	-4.6	6	2	21	-1.4	-2.4	i	1.3
COc1ccc(S(=O)(=O)N2CCC(C(=O)NCCc3ccccc3)CC2)cc1OC	-0.3	-2.8	-5	1	10	-0.6	-0.9	-3.8	nt
COc1ccccc1CNC(=O)CCC(=O)N1C[C@H]2C[C@@H](C1)c1cccc(=O)n1C2	-0.9	-1.1	6	1	2	-1.9	-3.0	-0.6	1.2
CC(=O)Nc1ccc(NC(=O)C(C)OC(=O)CN(C)S(=O)(=O)c2ccc(Cl)cc2)cc1 (stereo unspecified)	1.9	-1.5	7	3	-3	-0.7	-3.0	i	nt
CCCCc1nc(C(N)=O)c2[nH]c(=O)n(-c3ccccc3F)c2n1	-1.7	-4.3	5	136*	3	-0.2	0.2	-0.4	-1.0
Cc1ccc(S(=O)(=O)NN2CCCCCC2)cc1	-0.6	-0.7	6	-2	4	nt	nt	-4.8	-50
O=c1c2ccccc2cnn1Cc1n[nH]c(=S)n1C1CC2CCC1C2 (stereo unspecified)	nt	-1.1	-4	2	14	-1.0	-1.8	-0.5	4.6
CCCCCOC(=O)Cn1c(SCC(=O)Nc2ccccc2)nc2c1c(=O)[nH]c(=O)n2C	0.3	-2.9	7	-4	20	0.0	-0.6	0.4	nt
COc1ccc2[nH]c(=O)c(CN(Cc3cccs3)Cc3nnnn3C(C)(C)C)cc2c1	0.1	-2.1	17	27	4	-0.4	-0.5	-12	nt
COc1ccc(-c2nnc(SCc3ncc(-c4ccccc4)o3)o2)cc1	nt	-1.3	-3	-2	-4	1.9	-2.0	-3.1	nt
COc1ccc(-n2nc([N+](=O)[O-])c(=NCCc3ccc(Cl)cc3)n2O)cc1	-0.8	-3.8	1	-3	4	0.3	4.6	1.5	0.9

Gathered by group, those above containing a Cl atom (five)
SMILES	Mtb BioA inh	FadD28 binding	GDH-TPI counter	FBA Mtb inh	Yp Topo-I inh	PfHsp40 rescue	UGM FP inh	Vc quorum ag	TcdB GH inh
O=C(NCC(=O)N1CCCCCC1)c1ccc(Cl)cc1	1.3	1.1	7	3	7	-0.1	-0.1	0.4	-0.3
Cc1nc(-c2ccc(F)cc2)c(CC(=O)N2CCN(S(=O)(=O)c3cccc(Cl)c3)CC2)s1	-0.1	-3.2	1	-3	11	-0.3	2.5	5.0	2.1
O=C(CCN1C(=O)/C(=C/c2ccc(Cl)cc2)SC1=S)NCCCn1ccnc1	-0.5	-4.6	6	2	21	-1.4	-2.4	i	1.3
CC(=O)Nc1ccc(NC(=O)C(C)OC(=O)CN(C)S(=O)(=O)c2ccc(Cl)cc2)cc1 (stereo unspecified)	1.9	-1.5	7	3	-3	-0.7	-3.0	i	nt
COc1ccc(-n2nc([N+](=O)[O-])c(=NCCc3ccc(Cl)cc3)n2O)cc1	-0.8	-3.8	1	-3	4	0.3	4.6	1.5	0.9

(listing goes on)
SMILES	Mtb BioA inh	FadD28 binding	GDH-TPI counter	FBA Mtb inh	Yp Topo-I inh	PfHsp40 rescue	UGM FP inh	Vc quorum ag	TcdB GH inh
Cc1onc(-c2ccccc2)c1C(=O)Nc1ccc(S(=O)(=O)N2CCCC2)cc1	nt	-1.1	0	3	-13	-3.1	-1.6	-0.9	1.1
Cc1cc(/C([O-])=C(/C(=S)Nc2ccccc2)[n+]2ccccc2)c(C)n1-c1ccccc1	4.1	-3.2	16	-8	-2	-0.7	-0.3	i	nt
O=C(O)c1ccc(CSCc2ccccc2F)o1	-0.6	0.4	-3	2	1	0.1	1.3	2.8	nt
O=C(COC(=O)c1ccccc1Br)NC1CCCCCCC1	nt	-1.0	5	3	33	2.2	1.5	-1.0	-1.0
O=C(NC1=NC2CCCCC2N1)c1ccccc1 (stereo unspecified)	-1.5	-2.1	1	-4	-3	0.9	-2.0	i	nt
COc1ccc(CNS(=O)(=O)c2ccc3c(c2)CCN3C(=O)C2CCC2)cc1	-1.7	-0.5	10	3	28	0.5	-0.2	i	1.4
CCC(C)(C)NC(=O)c1cc([N+](=O)[O-])ccc1N1CCOCC1	-0.1	-3.4	12	-6	-3	-1.6	nt	-2.4	nt
C=CCN1CC2CC3(COc4cc(C)cc(C)c4)C=CC2(O3)C1=O (stereo unspecified)	2.5	-2.0	-6	5	5	-1.6	-0.8	nt	nt
COc1cc(F)ccc1-c1csc(C(O)c2ccc(F)c(F)c2)n1 (stereo unspecified)	-1.4	-5.9	8	-1	-4	nt	nt	-3.0	0.8
CCOC(=O)C1=C(C2=CCCCC2)c2ccc(OC)cc2N(S(=O)(=O)C(F)(F)F)C1C(=O)OCC (stereo unspecified)	-1.2	0.6	2	1	9	0.1	nt	-6.2	nt
CC(C)(C)c1[nH]nc2c1C(c1ccsc1)C(C#N)=C(N)O2 (stereo unspecified)	nt	-2.9	1	7	-6	1.0	1.3	i	-0.2
COc1cc(/C=N/Nc2cccc3cccnc23)cc(OC)c1O	nt	-2.5	2	-2	-3	1.0	-3.5	0.1	-7.6
CCCC(=O)Nc1nc(C)c(-c2csc(Nc3ccccc3C)n2)s1	-0.5	-3.4	10	2	-22	-1.3	0.1	-0.2	-0.3
C=CC[C@@H](CC(=O)N[C@@H](CO)Cc1ccccc1)C(=O)N[C@H](COC(=O)[C@H](CC=C)CC(=O)OC(C)(C)C)Cc1ccccc1	2.4	-3.5	14	4	4	-0.8	-4.8	i	0.4
CCCCn1c(SCC(=O)NCc2ccco2)nc2ccc(N3CCOCC3)cc2c1=O	1.9	-2.5	-3	15	14	-0.9	-1.4	-12	nt
O=C(NCCN1CCOCC1)c1ccc(Cl)c(S(=O)(=O)N2CCCCC2)c1	-0.3	2.3	-4	2	8	0.4	-0.2	0.7	0.6
O=C(c1cccc(S(=O)(=O)N2CCOCC2)c1)N(Cc1ccco1)Cc1cccs1	-0.2	-1.8	1	1	1	0.5	0.1	i	0.9
O=C(COC(=O)c1cncc(Br)c1)NCc1cccs1	-0.6	-3.0	-8	0	-7	0.5	1.1	1.0	1.3
C/C(N)=C(/C#N)C(=O)COC(=O)C1=NN(c2ccccc2)C(=O)CC1	0.4	nt	1	-4	7	-2.3	1.2	-1.2	0.0
OC(c1ccccc1)c1ncc(-c2ccc(C(F)(F)F)cc2)[nH]1 (stereo unspecified)	2.2	-1.3	-3	-3	-8	nt	nt	-0.7	3.1
COC(=O)c1cc(C(=O)CSc2nc(C)cc(C)n2)ccc1O	nt	-1.4	32*	3	4	-2.2	-0.2	i	nt
CCC1Oc2ccccc2N(CC(=O)NCCCN2CCN(Cc3ccccc3)CC2)C1=O (stereo unspecified)	-1.7	-2.4	-4	1	-8	-0.8	1.1	-1.6	-2.2
NS(=O)(=O)c1ccc(N/N=C/c2ccc(O)cc2O)c([N+](=O)[O-])c1	0.3	2.1	26	0	3	-1.2	0.5	3.0	1.0
CCCCNC(=O)CSc1nnc(NC(C)=O)s1	-1.1	-0.4	6	0	-2	-0.8	-0.8	i	nt
CC(C)c1ccc(NS(=O)(=O)c2ccc3c(c2)oc(=O)n3C)cc1	2.3	3.1	0	1	0	-0.5	1.0	-0.3	2.0
O=C(CSc1nc(=O)n(CCCN2CCOCC2)c2c1CCCC2)Nc1cccc(Cl)c1	nt	-2.1	-1	-2	11	nt	0.3	i	-0.5
CCc1nc2ccc(C(=O)NCCc3ccccn3)cn2c1N(C)Cc1ccc(N(C)C)cc1	-1.0	-1.8	2	3	-4	nt	nt	i	0.6
COc1ccc(Cl)cc1-c1cc(C(=O)NCc2cccc(C(F)(F)F)c2)[nH]n1	-1.0	-3.2	-6	-3	1	nt	nt	0.0	-1.7
CC(C(=O)NC1CCCCC1)N1C(=O)C2C3C=CC(C3)C2C1=O (stereo unspecified)	-0.3	-1.9	-15	1	-6	-0.5	1.4	i	-2.3
Cc1ccc(S(=O)(=O)c2cc3c(=O)n4ccccc4nc3n(Cc3ccco3)c2=N)cc1	-3.4	-3.8	35*	87*	-9	-0.1	0.9	i	nt
O=C(CCCn1c(SCc2cccc(F)c2)nc2ccccc2c1=O)NCC1CCCO1 (stereo unspecified)	nt	-0.3	5	0	8	-0.4	1.0	-0.3	-1.5
Cc1sc(NC(=O)C2CCCCC2C(=O)O)c(C(N)=O)c1-c1ccc(C(C)C)cc1 (stereo unspecified)	11	-0.7	6	3	21	2.5	2.2	-0.2	nt
O=C(CCn1cnnn1)Nc1ccc(Cl)cc1Cl	nt	-2.9	6	-7	-6	-0.8	-2.3	-0.3	0.5
CC1CCN(CCOc2ccc(Cl)c(Cl)c2)CC1	nt	-3.0	-6	0	1	0.2	0.5	-0.1	1.1
Cc1ccc(S(=O)(=O)NC(=O)N2CCCC2)cc1	-1.1	-0.3	-7	2	-5	-1.0	nt	0.9	1.6
OC[C@@H]1CN(Cc2ccco2)C[C@H](n2cnc3c(NC4CCC4)ncnc32)O1	0.2	-0.5	9	2	-8	nt	nt	i	0.8
O=C(CSc1nncn1-c1ccccc1)Nc1cc(Cl)cc(Cl)c1	nt	-0.4	-4	-2	10	-0.2	-1.8	i	0.1
CN(Cc1ccccc1)C(=O)COC(=O)c1ccc(Br)c(S(=O)(=O)N2CCOCC2)c1	5.0	-0.4	0	-1	28	1.4	1.5	i	-3.9
COc1ccc(OCC(=O)Nc2nccs2)cc1	-2.4	-3.6	-3	2	-7	-0.7	-0.1	-0.6	0.8
COc1cccc(C(=O)N/N=C/c2ccc(Oc3ccc([N+](=O)[O-])cn3)c(OC)c2)c1	nt	-5.1	10	-2	3	-0.2	1.2	-0.3	1.1
CC(=O)N/C(=C/c1cccnc1)C(=O)Nc1ccc(Cl)cc1	1.5	-1.3	13	6	-3	-1.1	4.0	i	-0.1
COC(=O)[C@H](C)NC(=O)Nc1ccc(C)c(C)c1	-1.0	-5.3	10	1	4	0.6	-1.5	-1.7	nt
COC(=O)N/N=C\c1ccc(OC(=O)c2ccco2)cc1	nt	-3.1	3	1	-6	3.5	-1.6	i	1.0
CC(=O)c1cc2c(cc1NC(=O)c1ccco1)OCCO2	-0.2	-1.1	11	5	-1	-0.8	1.7	i	-0.4
CC(=O)N(C(C)=O)c1nc(-c2ccccc2)cn1/N=C/c1ccccc1	1.1	-3.6	14	2	8	2.5	1.8	-3.5	1.4
O=C1N=c2ccccc2=C1c1sc(Nc2ccc(O)cc2)nc1O	nt	-0.5	8	-2	-3	1.5	nt	i	0.9
Cn1cccc1/C=N/N1CCN(Cc2cccc3ccccc23)CC1	nt	-1.7	3	-2	2	2.0	4.2	-0.7	-0.6
NS(=O)(=O)c1ccc(CCNC(=O)CSc2nc3ccsc3c(=O)n2CCCCCC(=O)O)cc1	-1.6	-1.1	4	2	4	1.4	-2.0	0.4	1.8
Cc1ccccc1C(=O)Nc1sc(C)c(C)c1C(=O)c1ccccc1	-1.7	-2.3	-2	-1	25	0.7	-0.4	-0.4	nt
NS(=O)(=O)c1ccc(N/N=C2/CCCc3ccccc32)c([N+](=O)[O-])c1	nt	-3.4	-6	-2	-6	0.1	-2.3	i	0.1

Rows were taken by chance; about 4.6% have a hit in one of these screens.
